CendR NRP1 mod = NRP-1/CendR interaction modulation; FAM-RPARPAR peptide binding to NRP-1, fluorescence polarization; O14786; inhibition, % at 25 µM; 0.85% of 360,000 active;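 active = inhibition or corrected inhibition above about 18%, plus a signal ratio from 0.5 to 1.5, limit read from the data, passing the limit was not always enough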; note: strong numbers were not always called active
Scp1 inh = Scp-1 (human) phosphatase inhibition | inhibition, % at 20 µM | 0.88% of 340,000 active | Recombinant Scp1, phosphopeptide, malachite green phosphate absorbance | Q9GZU7;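 active = inhibition above about 50% at 20 µM, limit read from the data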;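 note: plate controls were DMSO wells with enzyme for no effect and wells lacking enzyme for full effect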
Target sequence (Q9GZU7 76-261 limits assumed): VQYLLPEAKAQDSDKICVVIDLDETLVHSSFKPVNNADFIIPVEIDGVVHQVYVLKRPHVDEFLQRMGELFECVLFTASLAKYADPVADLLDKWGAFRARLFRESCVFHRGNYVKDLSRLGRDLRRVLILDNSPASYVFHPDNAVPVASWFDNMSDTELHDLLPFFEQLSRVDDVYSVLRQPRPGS
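System: truncated SCP-1 phosphatase (76-261aa); medium: Tris acetate buffer pH 5.5 with MgCl2 and Tween-20; incubation: 45 min room-temperature reaction, 5 min colour, 30 min stabiliser; compound: single 20 µM dose, 1% DMSO; reagent: Phosphorylated 17-residue peptide substrate; read-out: % inhibition at 20 µM; technique: colorimetric free-phosphate detection, absorbance 630 nm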
STEP inh = blocks human striatal-enriched tyrosine phosphatase; P54829; recombinant STEP, OMFP fluorogenic substrate, fluorescence; inhibition, % at 20 µM; 0.25% of 360,000 active;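 active = inhibition at 20 µM, scaled per plate between control wells, above about 37%, limit read from the data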;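 note: 0% = DMSO with enzyme and substrate and 100% = substrate only without enzyme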
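Measure: Control-normalized % inhibition with plate pattern correction | Test system: STEP phosphatase, cell-free reaction | Medium: pH 6.0 Bis-Tris with DTT and Tween 20 | Technique: Fluorescence, 480/540 nm | Times: Reaction 20 min, ambient temperature | Doses: Single compound dose of 20 µM, 1% DMSO final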
LMPTP inh = blocks human LMPTP phosphatase | inhibition, % at 20 µM | recombinant LMPTP-A, OMFP fluorogenic substrate, fluorescence intensity | P24666 | AID 651560 | 0.22% of 360,000 active;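 active = compounds that cut the enzyme signal by at least half of the control window in the single-dose screen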;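 note: plate controls were DMSO wells with enzyme plus substrate for no effect and substrate without enzyme for full effect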
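material = LMPTP-A | quantity = 0.625 nM enzyme | reagent = OMFP substrate, 400 µM final | buffer or medium = Bis-Tris pH 6.0, DTT, detergent | detection = endpoint fluorescence intensity from OMFP dephosphorylation | dosing = single 20 µM dose | read-out basis = % inhibition relative to no-enzyme and uninhibited control wells | control set = no-enzyme and uninhibited controls | timing = 50 min at room temperature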
SUMO1-SIM PPI = alters human SUMO1 binding to SIM partners; SUMO1 binding to a labelled peptide, TR-FRET, 1 h; inhibition, % at 20 µM; 0.33% of 360,000 active; AID 602429; in the data active = inhibition above about 37%
Target sequence (P63165 whole entry, looked up): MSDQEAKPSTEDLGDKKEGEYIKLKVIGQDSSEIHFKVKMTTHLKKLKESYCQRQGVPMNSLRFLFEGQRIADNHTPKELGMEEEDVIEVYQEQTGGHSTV
Tb MetRS inh = blocks T. brucei methionyl-tRNA synthetase activity; inhibition, % at 11.9 µM; 0.4% of 360,000 active; purified T. brucei MetRS, ATP depletion, Kinase-Glo luminescence; AID 624268;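 active = inhibition above a per-plate cutoff of the control wells' mean inhibition plus 3 SD, cut at about 5.5% in these data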;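 note: 0% = DMSO wells median and 100% = median of wells with control inhibitor compound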
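System: purified T. brucei MetRS enzyme / Detection: Kinase-Glo luciferase luminescence reporting remaining unconsumed ATP / Medium: HEPES buffer with MgCl2, KCl, DTT, spermine, BSA, pyrophosphatase / Replication: singlicate, one well per compound / Evaluation: percent inhibition relative to median high and low control wells / Schedule: 2 h aminoacylation at 25 °C after 15 min preincubation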
DNMT1 block = DNMT1 (human) enzyme inhibition | P26358 | DNMT1 molecular beacon, Hinp1I cleavage, fluorescence | inhibition (reported as % activation of signal), % at 10 µM | 0.83% of 360,000 active | AID 588458; in the data active = inhibition above about 50%
MsrA inhibitor = inhibitors of bovine MsrA; purified bovine MsrA, absorbance read-out; inhibition, % at 15.5 µM; 0.75% of 360,000 active; in the data active = inhibition above about 4.5%;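 note: 0% = vehicle wells with enzyme and 100% = reference inhibitor wells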
MsrA act = activates bovine MsrA enzyme | AID 602163 | activation, % at 10.6 µM | 0.3% of 360,000 active | purified bovine MsrA, absorbance read-out; in the data active = activation above about 7.5%;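 note: 0% = vehicle and 100% = reference activator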
E coli Lon inh = inhibits E. coli Lon protease | P0A9M0 | purified E. coli Lon protease, fluorescence polarization | inhibition, % at 7.94 µM | 0.42% of 360,000 active; in the data active = inhibition above about 13%, passing the limit was not always enough;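 note: 0% = enzyme with probe and DMSO and 100% = no enzyme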
Target sequence (P0A9M0 whole entry, looked up): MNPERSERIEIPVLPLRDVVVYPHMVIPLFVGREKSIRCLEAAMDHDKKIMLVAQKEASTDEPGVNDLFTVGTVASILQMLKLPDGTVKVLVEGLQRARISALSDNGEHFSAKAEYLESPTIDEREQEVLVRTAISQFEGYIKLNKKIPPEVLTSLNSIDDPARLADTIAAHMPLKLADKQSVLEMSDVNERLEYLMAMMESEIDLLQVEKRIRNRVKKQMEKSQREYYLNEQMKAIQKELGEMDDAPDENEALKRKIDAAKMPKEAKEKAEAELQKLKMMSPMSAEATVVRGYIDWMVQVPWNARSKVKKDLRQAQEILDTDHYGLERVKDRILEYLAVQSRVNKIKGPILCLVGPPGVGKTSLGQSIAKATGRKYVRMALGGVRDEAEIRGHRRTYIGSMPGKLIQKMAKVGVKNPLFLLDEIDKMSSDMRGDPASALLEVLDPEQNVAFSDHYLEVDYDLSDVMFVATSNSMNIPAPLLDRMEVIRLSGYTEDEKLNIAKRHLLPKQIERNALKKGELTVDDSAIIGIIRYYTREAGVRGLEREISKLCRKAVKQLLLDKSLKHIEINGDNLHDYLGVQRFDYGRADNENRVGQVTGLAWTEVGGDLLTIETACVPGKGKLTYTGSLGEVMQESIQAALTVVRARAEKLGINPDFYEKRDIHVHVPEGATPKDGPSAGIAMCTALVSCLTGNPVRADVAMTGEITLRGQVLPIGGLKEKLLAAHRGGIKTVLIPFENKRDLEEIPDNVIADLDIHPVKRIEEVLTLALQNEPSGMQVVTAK
Starred values were filed as active, the others as inactive; · = no result given.

Molecule,MsrA inhibitor,SUMO1-SIM PPI,Scp1 inh,E coli Lon inh,Tb MetRS inh,CendR NRP1 mod,LMPTP inh,STEP inh,MsrA act,DNMT1 block
CCN(CC)c1nc2c(C)cccn2c(=O)c1C=C1C(=O)NC(=O)NC1=O,1.2,-1,0,-8,-0.8,5,0.3,-2,-6,17
CSc1ncc(/C=C2/C(=O)NC(=O)N(c3ccc(C)cc3)C2=O)cn1,-0.7,0,5,0,-0.7,1,-1.2,0,-10,-3
Cc1cc(C)c(S(=O)(=O)N2Cc3ccccc3-n3nncc3C2)c(C)c1,-0.5,4,·,-2,-1.0,8,0.2,4,0,40
COc1cc(C2c3cc4c(cc3CC3COC(=O)C32)OCO4)cc(OC)c1O (centres undefined),0.7,0,33,9,-0.6,2,0.8,-2,-8,4
CCCCn1c(O)c(C(C)=Nc2ccc(C(=O)O)cc2)c(=O)[nH]c1=O,-0.8,1,-4,-35,-0.5,4,-2.4,0,-9,2
O=c1[nH]c2ccccc2n1C1CCN(C(c2cc3ccccc3o2)c2nnnn2Cc2ccccc2)CC1 (centres undefined),-0.4,-12,·,-16,-0.4,-10,4.4,1,-8,-12
Oc1cc(Cl)c(Cl)c(Cl)c1Cl,-0.9,16,-10,49*,0.1,1,0.3,-1,-4,6
CCC1C2Cc3ccc(O)cc3C1(CC)CCN2C (centres undefined),-0.2,-4,10,-9,0.0,32*,-0.8,-3,3,4
CC(=O)c1ccc(OC(C)C)c(Cc2c(O)[nH]c(=S)[nH]c2=O)c1,0.1,2,-9,1,0.6,3,-1.0,-2,-1,-7
CN(C)c1ccc([P+](=O)c2ccc(N(C)C)cc2)cc1,-1.3,4,-7,2,-0.5,12,0.8,-1,1,2
O=[N+]([O-])CCO,0.0,10,-12,4,-0.6,-4,1.7,-3,-3,-2
O=C(C1CCC(=O)N1Cc1ccccc1Cl)N1CCC2(CC1)OCCO2 (centres undefined),-0.1,3,-4,6,-0.4,8,-0.4,-11,-2,1
CN1CCN(C(=O)COc2ccc(C(C)(C)C)cc2Br)CC1,-0.5,-4,-4,-7,0.1,10,-1.2,-2,0,0
O=C(NC1CCCCC1)Oc1cc2oc(=O)sc2cc1Cl,0.4,3,-8,15,-0.5,4,-2.1,-1,-6,-3
CS(=O)(=O)N1Cc2ccccc2-n2nncc2C1,3.3,5,0,9,-0.7,-2,-0.2,-3,0,3
Cc1ccc(S(=O)(=O)N2Cc3ccccc3-n3nncc3C2)cc1,0.5,-2,4,-2,-1.1,-6,-1.5,2,-8,6
Cc1c2ccncc2c(C)c2c1[nH]c1ccccc12,·,-61,-6,-1,-1.0,-10,43,0,-4,39
COc1cc(/C=C2\C[C@H]3[C@@H]4CC=C5C[C@@H](N6CCCC6)CC[C@]5(C)[C@H]4CC[C@]3(C)[C@H]2O)cc(OC)c1OC,-0.8,-20,10,-17,-0.3,-26,6.1,3,-2,-27
COc1ccccc1C1CC2CCC(C1OC(C)=O)N2Cc1ccccc1 (centres undefined),0.5,-1,-1,4,-1.0,15,-1.4,2,-4,0
COc1ccccc1OCC#CCN1CCCC(C)C1 (centres undefined),0.1,-2,-8,4,-0.6,-1,-1.3,-2,-1,0
O=C(NC(c1ccc(Cl)cc1)P(=O)(Oc1ccccc1)Oc1ccccc1)OCc1ccccc1 (centres undefined),0.1,-2,-5,-2,-0.6,2,0.7,0,-1,10
CCC(=NCc1ccc2c(c1)OCO2)c1c(O)n(C2CCCCC2)c(=O)[nH]c1=O,-0.5,-3,-9,-8,0.3,-17,3.0,1,-1,-3
CN1CCN(c2ccc(S(C)(=O)=O)cc2[N+](=O)[O-])CC1,-0.8,-16,-5,2,0.4,1,-2.3,-1,-2,1
O=c1cccc2n1CC1CC2CN(Cc2cccc(Cl)c2Cl)C1 (centres undefined),-0.3,8,-6,5,-0.1,-8,0.1,-1,0,-1
COC(=O)C1=C(c2ccc(OC(F)(F)F)cc2)C[C@@H]2CC[C@H]1N2C(=O)NCCNC(C)=O,-1.2,-1,-2,-4,-0.3,-10,-0.9,-4,-5,9
CN(C(=O)COC(=O)c1cn(C)c2ccccc12)C1CCCCC1,1.0,4,-9,4,-0.1,3,-0.2,1,-4,4
O=c1[nH]c(=S)n(-c2ccccc2F)c(O)c1C=NCCN1CCNCC1,2.9,-7,12,-7,-0.4,-12,-7.2,-1,-4,-1
COC(=O)C1=C(c2ccc(OC)c(OC)c2)C[C@@H]2CC[C@H]1N2C(=O)NC1CCCCC1,-0.8,4,-2,-12,-0.2,16,-0.2,0,-1,3
COc1cccc([C@@]2(O)CCCC[C@@H]2CN(C)C)c1,-1.1,25,0,2,-0.8,-18,-0.8,-1,-3,2
C[C@]12CC[C@H](O)C[C@H]1CC[C@@H]1C2CC[C@]2(C)[C@@H](C3=CC(=O)OC3)[C@@H](O)C[C@]12O (some centres undefined),0.4,-7,-2,10,-0.2,2,-0.9,-1,-3,2
CC12CCC3C(CC=C4CC(O)CCC43C)C1C/C(=C\c1ccccc1F)C2=O (centres undefined),1.1,2,-5,0,-0.2,2,0.1,2,-1,3
O=Cc1cn(CCCOc2ccccc2)c2ccccc12,-0.4,-1,-13,-5,-0.5,-4,0.3,4,-4,0
O=C(c1ccccc1F)N1C[C@H]2C[C@@H](C1)c1cccc(=O)n1C2,0.4,7,4,0,0.6,-8,-0.8,2,-1,2
O=c1c2ccccc2[nH]c(=S)n1-c1ccc2c(c1)OCO2,-0.3,2,-14,5,-0.2,5,-0.2,1,-1,-1
Cc1c(/C=N/O)c2ccccc2n1C,0.2,3,0,3,-0.1,6,-0.6,-2,1,2
CCOC(=O)[C@]12Cc3cc(OC)ccc3[C@H]1N(Cc1ccccc1)C(=O)c1cc(OC)ccc12,0.2,3,·,0,-0.6,10,4.6,·,-1,·
O=c1[nH]c(O)c(C=Nc2ccc(F)c(Cl)c2)c(=O)[nH]1,2.4,-2,5,-8,0.0,-11,-1.6,1,-4,1
COC(=O)C1=C(c2ccc(C(C)=O)cc2)C[C@@H]2CC[C@H]1N2C(=O)N1CCCC1,0.1,7,-3,13,-0.2,14,0.0,-1,1,-3
Cc1cc(C)[n+](C2C3CC4CC(C3)CC2C4)o1 (centres undefined),0.2,-4,-10,-4,-0.1,11,0.5,0,0,0
COc1ccccc1N1CCN(CCc2c[nH]c3cc4c(cc23)OCO4)CC1,-0.1,-3,5,4,-0.2,7,1.5,0,0,-4
O=C(c1ccccc1)c1cn(CC(=O)N2CCOCC2)c2ccccc12,1.9,1,-5,-8,-0.2,6,-0.1,-2,-4,3
Cc1nc(Cl)sc1C(=O)Nc1ccc2ccccc2c1,0.1,-3,-8,3,0.2,-12,0.5,-3,0,-3
Cc1c2cnn(CC(=O)N3CCC4(CC3)OCCO4)c(=O)c2c(C)n1Cc1cccc(Cl)c1,0.0,-1,-5,2,-0.3,5,0.1,5,0,-1
Clc1cccc(N2CCNCC2)c1Cl,1.1,4,-5,1,0.3,6,-2.0,-1,-1,2
C=CCn1c(O)c(C=Nc2ccc(N(CC)CC)cc2)c(=O)[nH]c1=O,0.7,-16,-4,-11,-0.1,-38,-1.0,-2,-9,-6

Two entries from above, field by field:
Cc1cc(C)[n+](C2C3CC4CC(C3)CC2C4)o1 (centres undefined)
  MsrA inhibitor: 0.2
  SUMO1-SIM PPI: -4
  Scp1 inh: -10
  E coli Lon inh: -4
  Tb MetRS inh: -0.1
  CendR NRP1 mod: 11
  LMPTP inh: 0.5
  STEP inh: 0
  MsrA act: 0
  DNMT1 block: 0
O=Cc1cn(CCCOc2ccccc2)c2ccccc12
  MsrA inhibitor: -0.4
  SUMO1-SIM PPI: -1
  Scp1 inh: -13
  E coli Lon inh: -5
  Tb MetRS inh: -0.5
  CendR NRP1 mod: -4
  LMPTP inh: 0.3
  STEP inh: 4
  MsrA act: -4
  DNMT1 block: 0

More results follow:
Molecule,MsrA inhibitor,SUMO1-SIM PPI,Scp1 inh,E coli Lon inh,Tb MetRS inh,CendR NRP1 mod,LMPTP inh,STEP inh,MsrA act,DNMT1 block
CC(=O)O[C@@]12CO[C@@H]1C[C@H](O)[C@@]1(C)C(=O)[C@H](O)C3=C(C)[C@@H](O)C[C@@](O)([C@@H](OC(=O)c4ccccc4)C12)C3(C)C (some centres undefined),-0.2,0,1,-3,0.8,-6,-0.9,0,1,-2
CCC1(CC)C(=O)C=CNC1=O,-1.8,2,1,9,0.2,-9,-1.2,0,-1,4
CCCCn1c(O)c(C(CC)=NCc2ccc3c(c2)OCO3)c(=O)[nH]c1=O,0.2,1,-5,-5,-0.2,0,0.1,4,4,-1
Cc1cc2ccccn2c1C(C[N+](=O)[O-])c1c(F)cccc1Cl (centres undefined),-1.4,-3,-7,-17,-0.1,-5,4.2,1,-2,-2
CC(C)c1ccc(C2N3CCCN23)cc1 (centres undefined),0.6,0,-5,-12,-0.1,0,-3.4,10,-3,2
O=C(Nc1nccs1)C(Cl)(Cl)Cl,-0.5,23,4,-10,-0.9,2,-0.6,-2,-6,4
CCOC(=O)c1c(-n2c(C)cc(C=C3C(=O)NC(=S)NC3=O)c2C)sc2c1CCCC2,·,28,9,-29,0.3,-167,2.3,3,-3,100*
CC12CCC(=O)C=C1CC(O)C1C2CCC2(C)C1CCC2(C)O (centres undefined),-0.3,0,-2,4,-0.3,14,0.4,6,5,-1
COC(=O)c1cccc(N=Cc2c(O)n(Cc3ccc(F)cc3)c(=O)[nH]c2=O)c1,-1.1,-339,-8,-21,3.0,20,-1.9,-1,1,13
CCC(=NCCCO)c1c(O)n(-c2ccc(OC)cc2)c(=O)[nH]c1=O,-0.2,2,3,-1,-0.3,8,-2.1,-1,3,2
O=P1(NCCCl)OCCC(OO)N1CCCl (centres undefined),-0.5,-52,·,3,-1.0,2,-8.9,·,-4,·
COC(=O)C1=C(c2cc3ccccc3s2)C[C@@H]2CC[C@H]1N2C(=O)NCc1ccc(F)cc1,0.3,-3,-3,5,0.4,6,2.6,0,-2,-4
C=CCN1C(=O)NC(=O)/C(=C/c2ccoc2)C1=O,0.3,5,28,-118,-0.7,-61,0.3,1,-3,50*
CN1CCC2(O)OCCCC2C1 (centres undefined),-0.8,2,-6,6,-1.0,-2,-1.4,1,-4,0
CCOc1cc(C(=O)N2CCC3(CC2)OCCO3)cc(OCC)c1OCC,·,-1,-3,0,0.1,0,-0.6,-4,-2,0
Cc1ccc(-n2c(O)c(/C=N/c3ncc(Br)cc3Br)c(=O)[nH]c2=O)cc1,0.1,-34,-2,-4,-0.5,0,-1.7,-2,-4,15

A portion of the library. The share of hits here may be higher or lower than overall.
